DAX1 inh-1: NR0B1 (DAX1) inhibition; HEK293 Gal4-DAX1 luciferase reporter, luminescence; inhibition, % at 6.75 µM; AID 504766; P51843; hit rate 0.99% among 340,000;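 active means inhibition above the mean over all tested compounds plus 3 SD, cut at about 4.2% in these data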;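 further: 0% = DAX1-transfected cells with DMSO and 100% = empty-vector control cells with DMSO; inhibition shows as a rise in luminescence from relieved DAX1 repression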
Target sequence (P51843 207-470 limits assumed): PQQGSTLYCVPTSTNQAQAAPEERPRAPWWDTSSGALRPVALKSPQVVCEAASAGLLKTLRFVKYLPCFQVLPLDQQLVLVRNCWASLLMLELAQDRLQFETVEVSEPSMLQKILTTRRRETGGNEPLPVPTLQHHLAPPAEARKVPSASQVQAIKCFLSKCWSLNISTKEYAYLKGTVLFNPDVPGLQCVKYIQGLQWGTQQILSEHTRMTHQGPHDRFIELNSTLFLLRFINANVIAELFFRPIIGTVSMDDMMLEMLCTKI
SMARCA2 act: increases SMARCA2 function in MMTV reporter cells; activation, % at 9.1 µM; hit rate 1% among 370,000; AID 652017; MG213 cells, MMTV-luciferase reporter, dexamethasone, overnight; in the data active means activation above about 7.8%;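 further: 0% = vehicle wells and 100% = reference activator wells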
FXN GAA850 act: activators of GAA850 frataxin (FXN) promoter. AID 540364. HEK293 lucGAA850 FXN promoter luciferase reporter, 24 h; percent of 10 µM SAHA response. activation, % at 6 µM. hit rate 0.56% among 360,000;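 active means activation above the average of all compounds screened plus 3 SD, cutoff fixed separately per campaign, cut at about 7.5% in these data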;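 further: 0% = DMSO wells and 100% = 10 µM SAHA wells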
DAX1 inh-2: DAX1 (NR0B1) inhibition, primary screen; HEK293T StAR-luciferase reporter, SF-1/DAX-1 repression relief; inhibition, % at 6.8 µM; hit rate 1.1% among 370,000; AID 652010;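 active means inhibition above the mean over all tested compounds plus 3 SD, cut at about 3.6% in these data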;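 further: 0% = DAX-1 cells with DMSO and 100% = cells lacking DAX-1 with DMSO; higher inhibition means more luminescence from relief of DAX-1 repression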
PG9 Ab binder: binds the HIV-1 gp120 antibody PG9. TR-FRET gp120-PG9 antibody binding. inhibition, % at 6.7 µM. hit rate 0.43% among 360,000. AID 624416; in the data active means inhibition above about 8.5%
hgDAF12 agonist: hgDAF-12 agonism, primary luciferase screen; HEK293 GAL4-hgDAF12 UAS-luciferase reporter, agonist luminescence; normalized to butyrate control; activation, % at 6.8 µM; hit rate 1.8% among 370,000; AID 687014;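 active means activation above a cutoff set at the mean of all screened compounds plus 3 SD, cut at about 10% in these data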;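 further: 0% = DMSO wells and 100% = sodium butyrate wells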
PLC-beta3 inh: blocks human PLC-beta3 enzyme activity. Q01970. Purified PLC-beta3, fluorogenic substrate, fluorescence. inhibition, % at 12.2 µM. hit rate 0.18% among 370,000; in the data active means inhibition above about 11%;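 further: 0% = median of compound wells on plate and 100% = full blocker control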
sPLA2-III inh: Blocks human group III sPLA2 activity; Q9NZ20; QFRET BODIPY PC-A2 liposome hydrolysis, fluorescence; inhibition, % at 12.2 µM; hit rate 0.56% among 370,000;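 active means inhibition above mean plus 3 SD of compounds lying within the high and low control bounds, cut at about 19% in these data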;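 further: 0% = median of test compound wells and 100% = no enzyme DMSO wells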
hcDAF12 agonist: activates DAF-12 receptor from parasite H. contortus. HEK293 hcDAF-12 lit1-tk-luc reporter, luminescence; 0% DMSO, 100% Δ7-dafachronic acid. activation, % at 6.8 µM. hit rate 1.4% among 370,000. AID 652067;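 active means activation above the mean of all tested compounds plus 3 SD, cut at about 5.5% in these data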;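 further: 100% = response to 3 µM Δ7-dafachronic acid high control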
ssDAF-12 act: activators of S. stercoralis DAF-12 nuclear receptor; HEK293 ssDAF-12/GRIP1 lit1-tk-luc reporter, luminescence; % of 3 µM dafachronic acid response; activation, % at 6.8 µM; hit rate 1% among 370,000; AID 652126;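 active means activation above the mean over all tested compounds plus 3 SD, cut at about 0.9% in these data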;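 further: 0% = DMSO-only wells and 100% = 3 µM delta7-dafachronic acid wells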
Rev-erbA mod: modulators of human Rev-erb alpha DNA binding. P20393. Rev-erbα–FITC-DNA binding, fluorescence polarization, 90 min. activity, % at 10 µM. hit rate 0.79% among 370,000. AID 1259318;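 active means activity above about 14%, limit read from the data; passing the limit was not always enough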;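 further: 0% = DMSO wells with 35 nM protein and 100% = DMSO wells with 750 nM protein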
Target sequence (P20393 whole entry, looked up): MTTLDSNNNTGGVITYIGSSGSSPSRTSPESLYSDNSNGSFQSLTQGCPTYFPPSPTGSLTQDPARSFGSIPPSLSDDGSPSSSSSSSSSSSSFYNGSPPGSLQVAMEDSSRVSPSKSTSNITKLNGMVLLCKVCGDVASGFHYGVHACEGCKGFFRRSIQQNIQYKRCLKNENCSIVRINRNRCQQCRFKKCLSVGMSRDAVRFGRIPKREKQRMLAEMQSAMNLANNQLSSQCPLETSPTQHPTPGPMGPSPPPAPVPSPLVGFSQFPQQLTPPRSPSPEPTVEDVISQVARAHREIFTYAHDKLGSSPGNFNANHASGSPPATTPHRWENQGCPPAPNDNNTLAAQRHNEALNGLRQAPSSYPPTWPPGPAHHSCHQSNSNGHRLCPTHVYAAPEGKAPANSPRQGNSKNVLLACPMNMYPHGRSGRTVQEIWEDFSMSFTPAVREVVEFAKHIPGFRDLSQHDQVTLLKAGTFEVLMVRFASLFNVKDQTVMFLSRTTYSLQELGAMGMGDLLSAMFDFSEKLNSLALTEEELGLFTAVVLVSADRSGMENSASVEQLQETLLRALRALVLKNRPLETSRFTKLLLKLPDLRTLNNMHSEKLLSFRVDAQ
Starred values were filed as active, the others as inactive; i = inactive; x = not tested or not shown. Outcome played no part in choosing rows. About 7% of those tested had a hit in this group.

SMILES	DAX1 inh-1	SMARCA2 act	FXN GAA850 act	DAX1 inh-2	PG9 Ab binder	hgDAF12 agonist	PLC-beta3 inh	sPLA2-III inh	hcDAF12 agonist	ssDAF-12 act	Rev-erbA mod
CCOC(=O)c1ccc(N2CCOCC2)c(NC(=O)c2nccnc2C(=O)O)c1	-0.1	-2	-1.1	0.1	-2.3	-2.2	-11	6	1.5	-0.8	-4
COc1cccc(-n2cc(CN(C)C(=O)C3CCC(=O)N(C4CC4)C3)cn2)c1 (centres undefined)	2.8	2	1.2	-0.3	-0.6	-2.3	-1	12	0.9	-0.5	1
CC(C)(C)OC(=O)NCCCC[C@@H](C(=O)N1CCN(C(=O)OC(C)(C)C)CC1)n1cc(CCC(=O)O)nn1	1.1	-1	1.4	0.3	0.1	-1.3	5	6	-1.2	-1.2	2
COc1ccc(CCNC(=O)c2cc(C(=O)c3cc(C)ccc3O)cn(CCc3ccc(OC)cc3)c2=O)cc1	0.1	-1	0.2	-1.1	-2.2	0.9	3	-10	2.5	-1.1	9
COCCn1c(=O)c2ccccc2c2ccccc2c1=O	0.1	0	1.4	-0.4	-1.6	0.4	2	2	-1.9	-1.5	-2
Cc1cc(C(=O)CSc2nnc3c(Cl)cc(Cl)cn23)c(C)n1C	1.3	0	2.4	0.3	-1.9	-0.6	-5	3	0.3	-1.1	2
O=C(CN1C(=O)C(=O)N(Cc2ccco2)C1=O)Nc1ccccc1	0.6	-1	0.3	0.1	-2.9	-0.1	2	-3	1.6	-0.5	-6
O=C(CN1CCN(Cc2ccc3c(c2)OCO3)CC1)Nc1ccc2c(c1)OCCO2	0.4	0	-4.9	-0.4	0.0	-0.6	-1	-1	-1.6	-1.2	1
c1csc(-c2nc3ccccc3[nH]2)c1	0.2	3	2.5	0.6	-1.9	7.4	-32	2	0.9	-0.8	-1
COc1ccc(NC(=S)NCCNC(C)=O)cc1	4.8*	-1	-0.3	1.7	-0.2	-0.7	2	0	0.2	-0.9	2

A portion of the results above, as a working copy:
SMILES	DAX1 inh-1	SMARCA2 act	FXN GAA850 act	DAX1 inh-2	PG9 Ab binder	hgDAF12 agonist	PLC-beta3 inh	sPLA2-III inh	hcDAF12 agonist	ssDAF-12 act	Rev-erbA mod
CCOC(=O)c1ccc(N2CCOCC2)c(NC(=O)c2nccnc2C(=O)O)c1	-0.1	-2	-1.1	0.1	-2.3	-2.2	-11	6	1.5	-0.8	-4
COc1cccc(-n2cc(CN(C)C(=O)C3CCC(=O)N(C4CC4)C3)cn2)c1 (centres undefined)	2.8	2	1.2	-0.3	-0.6	-2.3	-1	12	0.9	-0.5	1
CC(C)(C)OC(=O)NCCCC[C@@H](C(=O)N1CCN(C(=O)OC(C)(C)C)CC1)n1cc(CCC(=O)O)nn1	1.1	-1	1.4	0.3	0.1	-1.3	5	6	-1.2	-1.2	2
COc1ccc(CCNC(=O)c2cc(C(=O)c3cc(C)ccc3O)cn(CCc3ccc(OC)cc3)c2=O)cc1	0.1	-1	0.2	-1.1	-2.2	0.9	3	-10	2.5	-1.1	9
COCCn1c(=O)c2ccccc2c2ccccc2c1=O	0.1	0	1.4	-0.4	-1.6	0.4	2	2	-1.9	-1.5	-2
Cc1cc(C(=O)CSc2nnc3c(Cl)cc(Cl)cn23)c(C)n1C	1.3	0	2.4	0.3	-1.9	-0.6	-5	3	0.3	-1.1	2
O=C(CN1C(=O)C(=O)N(Cc2ccco2)C1=O)Nc1ccccc1	0.6	-1	0.3	0.1	-2.9	-0.1	2	-3	1.6	-0.5	-6
O=C(CN1CCN(Cc2ccc3c(c2)OCO3)CC1)Nc1ccc2c(c1)OCCO2	0.4	0	-4.9	-0.4	0.0	-0.6	-1	-1	-1.6	-1.2	1
c1csc(-c2nc3ccccc3[nH]2)c1	0.2	3	2.5	0.6	-1.9	7.4	-32	2	0.9	-0.8	-1
COc1ccc(NC(=S)NCCNC(C)=O)cc1	4.8*	-1	-0.3	1.7	-0.2	-0.7	2	0	0.2	-0.9	2

(next part)
SMILES	DAX1 inh-1	SMARCA2 act	FXN GAA850 act	DAX1 inh-2	PG9 Ab binder	hgDAF12 agonist	PLC-beta3 inh	sPLA2-III inh	hcDAF12 agonist	ssDAF-12 act	Rev-erbA mod
CCC1(C)Cc2nc3[nH]c(=S)n(-c4ccccc4)c(=O)c3cc2CO1 (centres undefined)	-1.2	1	1.3	0.6	-1.5	-2.1	4	4	-0.4	-0.7	5
CCCN(CC1CC1)C(=O)COC(=O)c1ccc(CNS(=O)(=O)c2ccc(F)c(Cl)c2)cc1	0.2	-1	-0.2	-0.4	-0.7	-0.1	-1	-6	-1.4	-1.2	-6
C=CCc1c(C)nc2ccc(C(=O)OCC)cc2c1Cl	2.8	-4	2.9	0.3	1.2	2.4	-4	1	-0.6	0.3	-5
CCNc1nc(NC(C)C)nc(Oc2ccc(OCCOc3ccccc3)nn2)n1	-0.8	4	4.2	0.2	-1.2	-5.3	4	-13	-2.9	-1.8	3
COc1ccc(NC(=O)c2cccc(Cl)c2)c[n+]1[O-]	1.5	-1	0.2	-0.1	-1.3	1.4	5	3	0.1	-0.9	-2
CCOc1ccccc1C(=O)NC1CC2CCCC(C1)N2C1CC1 (centres undefined)	-0.7	-3	-2.3	-0.3	-0.7	2.8	-4	8	0.7	-0.2	1
O=C(C1=C(O)C(=O)N(CCN2CCOCC2)C1c1ccc(F)cc1)c1cccs1 (centres undefined)	0.8	0	0.1	-0.4	1.6	0.1	-3	-1	-2.9	-1.7	-1
CC1CCCCC1NC(=O)CCNS(=O)(=O)c1ccc2c(c1)CCC(=O)N2 (centres undefined)	0.2	-1	0.0	-0.1	0.3	0.9	-9	8	0.2	-1.0	-2
C(=NN1CCCCCC1)c1ccccc1	0.3	4	-2.0	1.6	-0.3	2.6	-4	5	1.1	-1.0	-4
Cc1c(S(=O)(=O)N2CCCC(C(=O)O)C2)cnn1C (centres undefined)	-0.4	0	-1.2	0.3	-2.3	-0.8	0	0	-1.7	-0.1	-4
O=S(=O)(O)c1cc(O)ccc1O	1.1	-6	-0.7	1.6	-1.8	-4.0	-5	8	0.4	-1.1	1
COc1ccccc1-c1cc(NC=O)c2ncc(-c3cccc(C(F)(F)F)c3)n2c1	x	1	-0.5	0.1	-0.8	0.3	-9	7	0.7	-0.9	-4
COc1ccc(C(=O)CN2CCN(S(=O)(=O)c3cccc([N+](=O)[O-])c3)CC2)cc1OC	-0.3	-4	1.3	-0.1	-1.7	0.5	2	-6	-0.2	-1.8	-2
COC(=O)COc1ccc(C2NC(=O)NC(c3ccccc3)=C2C(C)=O)cc1Br (centres undefined)	-1.3	-1	0.9	0.5	-1.9	-0.1	-4	-2	-0.4	-0.9	-7
COC(=O)C1(C(=O)OC)C(C(=O)c2ccccc2)C1c1ccccc1 (centres undefined)	0.4	-2	0.3	-1.5	-0.1	-1.7	-7	1	-0.4	-0.8	-4
COc1cccc(C(NC(C)=O)c2nc(-c3cccc(NC(C)=O)c3)cs2)c1 (centres undefined)	x	-1	-0.1	-0.7	0.2	-5.3	0	-3	-1.0	-1.4	2
COc1cc([N+](=O)[O-])ccc1NC(=O)CN1CCCC1	-0.4	-4	1.2	-0.2	-1.2	-0.4	1	2	-0.3	-1.6	0
COc1ccc(C(=O)CCC(=O)Nc2cccnc2)cc1OC	-1.0	2	0.2	0.2	-1.9	1.1	-4	8	0.0	-1.0	-2
CS(=O)(=O)N1c2cccc3cccc(c23)S1(=O)=O	-0.4	-2	0.5	-0.1	0.6	-2.5	-28	14	-0.8	-1.6	9
Cc1nn(C2CCS(=O)(=O)C2)c(Cl)c1/C=C/C(=O)OCC(N)=O (centres undefined)	0.6	-4	-1.7	0.5	1.2	2.5	-25	9	-1.7	-1.8	-5
CC(=O)c1cccc(N(C(=O)c2ccco2)C(C(=O)NC2CCCC2)c2ccncc2)c1 (centres undefined)	-0.1	-1	-1.0	-0.1	1.2	0.3	1	3	0.1	-1.1	1
C/C(=N\NC(=O)c1cc(-c2ccc(C)s2)nc2ccccc12)c1cccnc1	0.4	-4	2.1	-0.8	4.1	-0.9	i	5	0.9	-1.1	7
Cc1sc2nc3ccc(NCc4ccco4)nn3c(=O)c2c1C	0.2	5	1.2	0.5	2.4	-0.7	-436	-2	0.5	-1.3	0
CCS(=O)(=O)N1CCN(C(=O)c2ccc3nc(C)c(N(C)C(=O)CCc4ccccc4)n3c2)CC1	x	-1	0.4	0.5	-1.1	-1.4	-8	-8	0.5	-0.2	8
O=C(Nc1ccc(S(=O)(=O)Nc2nccs2)cc1)c1cc(-c2ccccc2)nc2ccccc12	-0.3	-3	0.5	0.4	-1.0	-1.8	0	-73	-1.7	-0.7	5
O=[N+]([O-])c1cccc(-c2nnc(-c3ccccc3)o2)c1	0.3	3	4.3	0.3	-3.8	14*	6	0	2.5	-0.6	1
COC(=O)c1cc(Sc2cccc(Cl)c2Cl)ccn1	0.7	-3	2.2	-0.3	1.1	0.9	3	0	0.9	-1.8	2
COc1ccccc1NCc1nnc(-c2ccccc2)o1	0.2	0	2.1	-0.1	-0.4	2.0	-6	4	0.2	-0.6	3
CC1Sc2ccccc2N(Cc2ccccc2)C1=O (centres undefined)	x	-1	-0.5	0.6	-0.6	2.0	-2	-5	-1.0	-1.2	11
CN(C)S(=O)(=O)c1cccc(NC(=S)Nc2cccc3cnccc23)c1	-1.3	-7	-4.1	-3.9	-0.4	-1.1	-40	-8	-2.4	-1.2	-5
COc1ccc(OC)c(CN2C(=O)c3ccccc3C2c2nnnn2-c2c(C)cccc2C)c1 (centres undefined)	x	-2	x	-1.2	-0.7	-2.0	5	-8	-1.0	-1.1	-1
Cc1ccccc1N1C(=O)C(Cc2ccc(F)cc2)S/C1=C(\C#N)C(N)=O (centres undefined)	x	-2	1.9	-0.1	0.1	-2.1	-9	-48	-1.9	-1.5	-4
CCOc1ccc(N(CC(=O)Nc2c(C)n(C)n(-c3ccccc3)c2=O)S(=O)(=O)c2cccc3cccnc23)cc1	x	-2	x	-0.1	x	-0.3	3	13	0.8	-1.2	1
CC(Sc1nnc(C2CC2)n1C1CC1)C(=O)c1ccc(F)cc1 (centres undefined)	0.1	-4	1.3	1.2	-1.9	-1.4	-7	9	-1.9	-1.4	0
O=C(NN=C1CCCC1)c1ccc(Cl)cc1	0.3	6	-2.1	-0.2	-3.1	2.3	-15	6	2.2	-0.9	-2
